ALDH1A1 block = ALDH1A1 (human) enzyme inhibition; 7.3% of 220,000 active; AID 1030; Potency, µM (series often up to 75.3 µM), inactives show at the top dose activity, negative = inhibition, usual class: inhibitors; P00352; Purified ALDH1A1, NADH fluorescence, propionaldehyde substrate; active = well fitted inhibition curve with a large enough effect, not every such curve was filed as active; inconclusive = small, poorly fitted or top-dose-only effect, or another doubt; inactive = no such curve, though single readings can be large or run the other way;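 also: plate controls were no enzyme wells and a reference inhibitor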
TexasRed fluor = Texas Red fluorescence interference in TRb-SRC2 counter-screen; 0.29% of 280,000 active; TRb/SRC2 Texas Red total fluorescence interference; Potency, µM (doses to about 106 µM), for the others: at the highest dose fluorescence change, negative = quenching; active = well fitted curve in either direction with a large enough effect; inconclusive = small, poorly fitted or top-dose-only effect; also: % is scaled to controls: 0 for no effect and ±100 for the full control effect
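Human TRβ ligand-binding domain (0.6 uM) and Texas Red SRC2 peptide (20 nM) in Tris buffer with 1 uM T3 and 5% DMSO were incubated with pinned compound for 5 hr at ambient temperature. Total fluorescence was computed as S + 2P (555/632 nm).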
SMN2 splice enh = SMN2 splice variant enhancement; HEK293 SMN2-luciferase splicing reporter, luminescence, 30-36 h; Potency, µM (series often up to 46.1 µM), inactives show at the highest dose activity change, positive = activation, usual class: activators; 2.8% of 210,000 active; also: % of control where 0% means no effect; nearly all actives have a fitted effect of over 55% in size
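qHTS luciferase splicing reporter: luminescence rises when SMN2 exon 7 is included in transfected HEK293 cells. Compound exposure lasted 30-36 h at 37C, with 4.5 mM final sodium butyrate as control, followed by a ONE-Glo read.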
GoLoco inh red = inhibitors of human Gai1-RGS12 GoLoco interaction (red fluorophore). P63096. Gai1:RGS12 GoLoco peptide FP, rhodamine, 10 min. Potency, µM (series often up to 61.6 µM), for the others: top-dose activity, negative = inhibition, hits mostly inhibitors. 0.44% of 230,000 active; active = well fitted inhibition curve with a large enough effect, not every such curve was filed as active; inactive = no such curve, though single readings can be large or run the other way; also: % is scaled to controls: 0 for no effect and ±100 for the full control effect; nearly all actives have a fitted effect of over 30% in size; many of its hits are not listed in these tables
Target sequence (P63096 whole entry, looked up): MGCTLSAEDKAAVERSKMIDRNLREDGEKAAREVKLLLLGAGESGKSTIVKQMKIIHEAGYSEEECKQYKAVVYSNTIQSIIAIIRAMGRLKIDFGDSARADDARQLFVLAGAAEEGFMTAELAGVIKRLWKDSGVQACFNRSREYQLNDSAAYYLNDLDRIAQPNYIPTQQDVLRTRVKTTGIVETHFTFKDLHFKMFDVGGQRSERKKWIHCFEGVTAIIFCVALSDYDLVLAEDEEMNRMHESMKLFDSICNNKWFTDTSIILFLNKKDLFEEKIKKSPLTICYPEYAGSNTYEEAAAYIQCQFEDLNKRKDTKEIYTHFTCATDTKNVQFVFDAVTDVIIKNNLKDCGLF
RECQ1 helicase = blocks DNA unwinding by human RECQ1 | AID 2549 | Potency, µM (series often up to 57.3 µM), for inactives: at the top dose activity, negative = inhibition, usual class: inhibitors | P46063 | 0.54% of 240,000 active | RECQ1 DNA unwinding, red fluorescence kinetic read;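 also: plate controls were vehicle for no effect and no enzyme for full effect; nearly all actives have a fitted effect of over 30% in size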
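50 nM RECQ1T1 preincubated 15 min with compound in Tris pH 8.0 buffer with MgCl2, DTT, Tween-20 and 2.5 ug/ml poly(dI-dC); started with 200 nM TAMRA/BHQ-2 forked duplex and 2 mM ATP. Unwinding read as fluorescence (525/598 nm), two reads 2 h apart.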
LMNA splice mod = changes lamin A minigene splicing in HeLa cells. HeLa LMNA splicing GFP/RFP minigene ratio, 48 h. Potency, µM (series often up to 46.1 µM), inactives show at the top dose ratio change, negative = inhibition, most hits filed as inhibitors. 0.01% of 200,000 active. AID 1487; active = well fitted inhibition curve with a large enough effect in the signal ratio, with a control signal flat, not every such curve was filed as active; inconclusive = small, poorly fitted or top-dose-only effect, or effect the other way, or a change in a side signal; the % refers to the signal ratio; also: % is scaled to controls: 0 for no effect and ±100 for the full control effect
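S3 HeLa stable clones carrying a lamin A-EGFP splicing minigene plus DsRed2 were seeded at 600 cells/well in Opti-MEM with 2% FBS, pin-dosed and incubated 48 h at 37°C. Acumen cytometry (488 nm) gave the GFP/RFP total-intensity ratio.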
TRb-SRC2 inh = inhibitors of human thyroid hormone receptor beta-SRC2 interaction; TRbeta-SRC2 peptide binding, fluorescence polarization; receptor liganded with 1 µM T3; Potency, µM (titrated, usually from 106 µM), inactives show at the top dose activity change, negative = inhibition, hits mostly inhibitors; 0.065% of 280,000 active;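 also: plate controls were bound peptide for no effect and peptide without receptor for full effect; nearly all actives have a fitted effect of over 50% in size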
Target sequence (P10828 whole entry, looked up): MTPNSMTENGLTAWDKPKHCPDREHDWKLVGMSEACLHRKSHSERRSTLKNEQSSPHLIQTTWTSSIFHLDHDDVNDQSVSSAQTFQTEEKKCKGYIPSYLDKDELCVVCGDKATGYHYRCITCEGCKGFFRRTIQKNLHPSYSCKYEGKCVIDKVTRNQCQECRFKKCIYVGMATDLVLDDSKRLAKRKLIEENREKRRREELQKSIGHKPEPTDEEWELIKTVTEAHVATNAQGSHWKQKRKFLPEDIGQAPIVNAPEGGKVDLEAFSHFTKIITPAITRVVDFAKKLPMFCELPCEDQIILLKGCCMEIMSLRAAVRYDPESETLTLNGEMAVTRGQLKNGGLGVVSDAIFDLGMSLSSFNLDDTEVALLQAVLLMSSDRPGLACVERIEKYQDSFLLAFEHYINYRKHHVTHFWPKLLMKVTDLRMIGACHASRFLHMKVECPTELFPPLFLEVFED
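Binding of a 20-amino-acid Texas Red SRC2 peptide (20 nM) to TRb ligand-binding domain (0.6 uM) with agonist T3 at 1 uM was followed by fluorescence polarization after a 5 hr room-temperature incubation.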
JMJD2E inh = JMJD2E (human) inhibition | Potency, µM (doses to about 57.1 µM), inactives show at the top dose activity change, negative = inhibition, most hits filed as inhibitors | AID 2147 | 1.6% of 230,000 active | JMJD2E catalytic domain, FDH-coupled NADH fluorescence (FDH is formaldehyde dehydrogenase); active = well fitted inhibition curve with a large enough effect, not every such curve was filed as active; inconclusive = small, poorly fitted or top-dose-only effect, or another doubt; inactive = no such curve, though single readings can be large or run the other way;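 also: 0% = wells with enzyme and -100% = buffer wells without enzyme; nearly all actives have a fitted effect of over 50% in size; many of its hits are not listed in these tables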
An asterisk follows results filed as active; i = inactive; ? = inconclusive; · = no result given; [ ] = remark or other dose. Unless noted, calls follow the shape of the dose curve; as a rule, active = well fitted curve in the direction sought with a large enough effect; inconclusive = small, poorly fitted or top-dose-only effect, or another doubt; inactive = no such curve, though single readings can be large; an effect the other way counts as inactive or inconclusive. Potency is read from the fitted curve at half-maximal effect. These rows are one share of the data; count on the stated rates, not on these rows.

canonical_smiles	ALDH1A1 block	TexasRed fluor	SMN2 splice enh	GoLoco inh red	RECQ1 helicase	LMNA splice mod	TRb-SRC2 inh	JMJD2E inh
O=C(COC(=O)c1n[nH]c2ccccc12)Nc1ccc(Cl)cc1[N+](=O)[O-]	-9%	-3%	15%	13%	i	?	-5%	-1%
CC(C)CC(NC(N)=O)C(=O)Nc1ccc(Cl)c(Cl)c1 (configuration not stated)	-5%	1%	-56%[inhibitor]	-1%	-8%	2%[46 µM]	-6%	10%
Cc1c(NC(=O)CSCc2ccc(Br)cc2)c(=O)n(-c2ccccc2)n1C	-9%	-1%	-12%	1%	-8%	?	6%	-2%
CC(=O)c1cnc2sccn2c1=O	-12%	2%	-6%	-14%	i	-1%[46 µM]	-5%	?
Cc1ccc(-c2nnc(N3CCN(C(=O)COc4cccc(C)c4)CC3)c3ccccc23)cc1	·	-3%	·	-1%	-8%	·	-4%	4%
O=C(c1ccc2c(c1)OCO2)N1CCC2(CC1)Oc1ccc(F)cc1C(=O)C21CC(c2ccc(Cl)cc2)=NO1 (configuration not stated)	·	0%	·	0%	-12%	·	-5%	14%
CC(C)NC(=O)C1CC(=O)N(c2ccc(F)c(Cl)c2)C1 (configuration not stated)	-7%	2%	-6%	8%	-5%	-6%	-3%	0%
O=C1CCCC/C1=C\Nc1ccc(O)cc1	14µM*	?	?	-28%	?	-26%	45µM*	?
COCC(C)NC(=O)CCSc1nc(-c2ccc(OC)cc2)cc(C(F)(F)F)n1 (configuration not stated)	?	-2%	-21%	4%	-7%	?	11%	6%
O=C1CCN(S(=O)(=O)c2ccc(Cl)cc2)CCN1	·	-7%	·	0%	2%	·	-3%	15%
CSc1nc2c(c(=O)[nH]1)C(c1ccncc1)C(C(=O)OC(C)C)=C(C)N2 (configuration not stated)	6%	3%	-6%	9%	-6%	-5%	5%	-8%
Cn1cnnc1SCC(=O)NCc1cccc(C(F)(F)F)c1	12%	-5%	16%	-1%	7%	-2%	-9%	12%
COC(=O)c1cn(CCOc2ccccc2F)c2ccccc12	2%	0%	1%	1%	-4%	?	-3%	-13%
O=C1CCC([N+](=O)[O-])C(c2cccc3ccccc23)N1 (configuration not stated)	7%	-2%	7%	12%	-7%	2%[46 µM]	2%	3%
CCOC(=O)C(=CNc1ccc(NC2=NCC(C)(C)S2)cc1)C(=O)OCC	·	-2%	·	-7%	-2%	·	-3%	?
COC(=O)COc1ccc(C2NC(=O)NC(c3ccccc3)=C2C(C)=O)cc1OC (configuration not stated)	-5%	1%	5%	12%	i	-6%	0%	-1%
CC(=O)c1cccc(NC(=O)CCOc2ccccc2)c1	11%	1%	19%	8%	-32%	-14%	1%	-3%
O=C1NC2(CCCCCC2)N=C1c1ccc(Br)cc1	11%	-1%	-4%	10%	-12%	6%[46 µM]	-12%	4%
CCNc1cc(Cl)nc(SC)n1	2%	-4%	3%	4%	-1%	7%	-4%	-2%
Cc1ccc(CNS(=O)(=O)c2c(C)n(C)c(=O)n(C)c2=O)cc1	·	-1%	·	-1%	-10%	·	5%	-8%
O=C(O)CCN1C(=O)c2ccc(NC(=O)C(c3ccccc3)c3ccccc3)cc2C1=O	·	-3%	·	-2%	10%	·	-6%	?
CN(C)/C=N/c1sc2c(c1C(N)=O)CCCC2	-8%	-5%	-2%	-4%	i	·	0%	0%
O=C1C=C(Nc2ccccc2)CC(c2ccccc2)C1 (configuration not stated)	1%	-2%	-18%	6%	3%	·	3%	-2%
CC(C)(C)OC(=O)NCCc1nnc(SCC(N)=O)o1	9%	0%	·	·	-11%	2%	-17%	13%
CSc1ncccc1C(=O)OCc1ccc(C#N)cc1	-3%	-3%	-23%	10%	-3%	1%	-7%	-1%
CCNC(=S)N/N=C/c1ccc(OCC(=O)Nc2ccc(OC)cc2)c(OC)c1	-6%	-1%	-13%	-2%	7%	-5%	-3%	-16%
Cc1noc(C)c1COC(=O)CCc1nc2ccccc2c(=O)[nH]1	2%	-4%	-7%	4%	i	13%	2%	-4%
Cc1cccc(NC(=O)Nc2ccccn2)c1C	·	-1%	·	4%	-2%	·	-5%	-1%
COc1ccc(NC(=O)c2cccc(Cn3cc(Br)c([N+](=O)[O-])n3)c2)c(C)c1	5%	0%	-20%	1%	i	·	-2%	6%
Cc1c(NC(=O)CSc2nc3ccccc3[nH]2)c(=O)n(-c2ccccc2)n1C	15%	-7%	-2%	-8%	?	13%	-3%	3%
CC(=O)c1cc(C(=O)Nc2ccccc2C(=O)O)oc1C	0.71µM*	2%	-12%	11%	3%	5%	2%	1%
CCn1cc(C(=O)OCC(=O)c2cc(C)n(-c3ccccc3F)c2C)c(=O)c2ccc(C)nc21	?	0%[53 µM]	12%	9%	8%	?	-2%[53 µM]	-4%
O=C(Nc1ccc2c(c1)OCCO2)c1ccc(S(=O)(=O)N2CCCCC2)cc1	25µM*	-3%	?	4%	-13%	?	0%	-10%
Cc1ccc(N2C(=O)NC(NC(=O)c3ccc(Cl)cc3)(C(F)(F)F)C2=O)cc1 (configuration not stated)	6%	-4%	5%	11%	-4%	?	3%	-2%
CCN(CC)C(=O)CSc1nc2ccccc2o1	1%	0%	?	1%	-3%	-3%	-5%	-8%
O=C(NCCN1CCOCC1)c1nn2c(c1Cl)NC(c1ccccc1)CC2C(F)(F)F (configuration not stated)	2%	2%	-7%	-6%	0%	-3%	0%	-5%
COCC(O)CSc1nc(C)[nH]c1[N+](=O)[O-] (configuration not stated)	1%	0%	3%	7%	i	11%	-1%	0%
C=CCn1c(CCC(O)COCCCCC)n[nH]c1=S (configuration not stated)	·	0%	·	5%	0%	·	5%	9%
CC(NC(=O)C1CCCN1S(=O)(=O)c1cccc2cccnc12)c1ccccc1 (configuration not stated)	10%	-2%	4%	-3%	-11%	-3%	-12%	2%
O=C(COC(=O)[C@H](Cc1ccccc1)N1C(=O)c2ccccc2C1=O)Nc1ccc2c(c1)OCO2	-4%	1%	-1%	-11%	-21%	3%	4%	-2%
COc1ccc(Cl)cc1NC(=O)CSc1nnc(COc2ccccc2)n1C	4%	1%	18%	2%	i	2%	10%	5%
CCCCNC(=O)/C(C#N)=C/c1ccc2c(c1)OCCO2	6.3µM*	0%	14%	4%	-5%	-10%	-9%	-3%
CCOc1ccc2nc(NCCNC(=O)C3CC3)c(C)cc2c1	?	-1%	-15%	7%	1%	?	-12%	?
Cc1ccc(-c2cc(-c3cccc(F)c3)n[nH]2)c(O)c1	12%	2%	14µM*	6%	-3%	-8%	4%	-8%
CC(C)c1ccc2[nH]c(O)c(N=NC(=O)c3cccc(S(=O)(=O)Nc4ccccc4Cl)c3)c2c1	20%	-2%	-2%	-2%	i	8%	-9%	5%
Cc1ccc(-n2nc(C)c(C(=O)O)n2)c(C)c1	10%	0%	·	·	7%	-7%	3%	?
CCS(=O)(=O)Nc1ccc(C(=O)OC)cc1	-1%	-2%	19%	6%	i	3%	4%	2%
OC1C2COC(O2)[C@H](O)C1O (some centres not stated)	6%	0%	-4%	3%	-6%	-4%	-10%	9%
Cn1c(=O)c2c(nc(-n3ccnc3)n2C)n(C)c1=O	2%	1%	18%	5%	-9%	1%	-5%	7%
NS(=O)(=O)c1ccc(-c2ccc(C=O)o2)cc1	-8%	-2%	4%	4%	-4%	·	7%	?

Continued:
canonical_smiles	ALDH1A1 block	TexasRed fluor	SMN2 splice enh	GoLoco inh red	RECQ1 helicase	LMNA splice mod	TRb-SRC2 inh	JMJD2E inh
O=C(NCC12CC3CC(CC(C3)C1)C2)c1nn2cccnc2c1Cl	16µM*	3%	26%	8%	-7%	6%	5%	5%
Cc1onc(-c2ccccc2)c1C(=O)NCCc1ccc(Cl)cc1	1%	-2%	-11%	12%	9%	0%	-16%	13%
Oc1cccc(NC(=S)Nc2ccc(SC(F)F)cc2)c1	-8%	-3%	2%[1.84 µM]	4%	-8%	?	-3%	0%
FC(F)(F)c1cc(Sc2ccccc2)nc(-c2ccccn2)n1	5%	0%	-8%	0%	6%	9%	0%	0%
CCCn1c(-c2ccc(OC)cc2)nc2c(=O)n(C)c(=O)[nH]c21	?	-2%	·	5%	-5%	-2%	-6%	?
CCOC(=O)C(CCCCP(=O)(c1ccccc1)c1ccccc1)(NC(C)=O)C(=O)OCC	·	-1%	·	2%	-11%	·	0%	4%
Cc1cc(C)c2cc3c(N)c(C(=O)Nc4c(C)[nH]c(=O)[nH]c4=O)sc3nc2c1	-7%	?	-15%	39%[activator]	-12%	-12%	-24%[53 µM]	-5%
Cc1nn(-c2ccccc2)c2nc(N)c(C#N)c(-c3ccc(C(C)(C)C)cc3)c12	·	-1%	·	7%	-12%	·	5%	?
CCN(CC)C(=O)CSc1nc2ccccc2c(=O)n1CCC(=O)NCc1ccc(F)cc1	1µM*	2%	-38%[inhibitor]	13%	-4%	-2%	8%	-4%
O=C(Nc1ccc(S(=O)(=O)Nc2ncccn2)cc1)C1=NN(c2ccccc2)C(=O)CC1	-6%	3%	·	37%[activator]	-8%	?	2%	?
CCOc1ccc(Cl)cc1CNCCNCC(C)O (configuration not stated)	14%	2%	-4%	0%	1%	10%	-3%	4%
CCCCN(C(=O)CSc1nnnn1C)c1c(N)n(Cc2ccccc2)c(=O)[nH]c1=O	·	-1%	·	2%	-10%	·	4%	-2%
COCCn1c(Cc2ccccc2)nnc1SCC(=O)NC(C)C	4%	-4%	6%	11%	i	-3%	0%	6%
O=C(NCc1ccccc1)Nc1cccc2ccccc12	0%	-3%	-14%	5%	2%	15%[46 µM]	-2%	?
